MEKK3 PB1 HTS = modulators of MEKK3-MEK5 PB1 binding, primary screen, biochemical, wildtype MEKK3, multiplex bead flow cytometry, Alexa488-MEK5. bead-based flow cytometry, Alexa488-MEK5 binding to MEKK3; actives lie on both sides; 0 = blocked by unlabeled MEK5, 100 = vehicle. Mitogen-activated protein kinase kinase kinase 3 (Homo sapiens), Q99759. binding response (% of control), % at 10 µM. 290,000 compounds, 1.4% hits. AID 1529, 2009;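 active means binding response more than 3 SD above or below the average of its plate-row segment, actives on both sides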;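 further: Alexa488 bead fluorescence after subtracting the streptavidin-only scavenger bead signal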
Target sequence (Q99759 whole entry, looked up): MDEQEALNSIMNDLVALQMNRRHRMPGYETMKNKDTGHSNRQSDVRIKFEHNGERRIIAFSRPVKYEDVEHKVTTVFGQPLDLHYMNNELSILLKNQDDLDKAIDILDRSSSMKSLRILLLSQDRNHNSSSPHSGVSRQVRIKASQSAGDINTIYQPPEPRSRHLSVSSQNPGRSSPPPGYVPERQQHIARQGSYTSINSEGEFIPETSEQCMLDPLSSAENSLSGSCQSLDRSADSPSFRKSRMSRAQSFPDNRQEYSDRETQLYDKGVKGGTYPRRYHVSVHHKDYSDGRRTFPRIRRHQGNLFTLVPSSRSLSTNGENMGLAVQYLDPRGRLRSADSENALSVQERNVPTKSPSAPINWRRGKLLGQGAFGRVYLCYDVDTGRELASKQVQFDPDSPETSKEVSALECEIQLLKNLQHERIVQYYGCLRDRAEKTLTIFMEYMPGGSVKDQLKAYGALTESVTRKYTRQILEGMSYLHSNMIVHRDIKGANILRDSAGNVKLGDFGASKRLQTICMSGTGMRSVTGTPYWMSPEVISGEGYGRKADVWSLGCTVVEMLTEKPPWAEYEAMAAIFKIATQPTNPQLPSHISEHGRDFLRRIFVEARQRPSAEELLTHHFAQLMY
M4 PAM = human M4 muscarinic receptor positive allosteric modulators, primary screen, CHO-K1 cells, Fluo-8 calcium fluorescence. CHO-K1 hM4/Gqi5, ACh EC20; 0% = ACh EC20, 100% = maximal ACh. 360,000 compounds, 0.4% hits. AID 624126, 2012. activation, % at 3 µM;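 active means activation above its plate's cutoff, the mean activation of sample wells plus 3 SD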; further: some results filed as inactive read as strong as hits
IDE cell activ = human IDE activators in live cells, primary screen, fluorescence polarization, HEK cells, FAbeta-B substrate. 340,000 compounds, 0.073% hits. AID 493087, 2011. FAbeta-B cleavage; 0% vehicle, 100% cell-free pure enzyme wells. activation, % at 5.96 µM. Insulin-degrading enzyme (Homo sapiens), P14735;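 active means activation above the mean of all tested compounds plus 3 SD, set per screening campaign, cut at about 17% in these data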
CRFR2-BP antag = antagonists of CRF-BP/CRF-R2 complex, primary screen, cell-based, HEK293, calcium dye fluorescence, uHTS | CRF-induced calcium fluorescence | inhibition, % at 11.8 µM | 350,000 compounds, 0.59% hits | AID 588475, 2011;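 active means inhibition of the ligand-induced calcium signal above about 50% at the single tested concentration, limit read from the data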
GalR3 antagonist = GalR3 antagonists in HEK293 cells, primary screen, cell-based, fluorescence readout; Galanin receptor type 3 (Homo sapiens), O60755; HEK293 GalR3-CNG cAMP membrane potential fluorescence; galR3 body fused to GalR1 C-terminus; inhibition, % at 3 µM; 360,000 compounds, 0.44% hits;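 active means inhibition above the screen-wide average plus 3 SD, cut at about 13% in these data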;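 further: forskolin and galanin both at EC90 stimulate the cells; cAMP rise reported by CNG channel membrane potential dye signal; 0% = forskolin plus galanin with DMSO and 100% = forskolin alone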
Target sequence (O60755 1-299 limits assumed): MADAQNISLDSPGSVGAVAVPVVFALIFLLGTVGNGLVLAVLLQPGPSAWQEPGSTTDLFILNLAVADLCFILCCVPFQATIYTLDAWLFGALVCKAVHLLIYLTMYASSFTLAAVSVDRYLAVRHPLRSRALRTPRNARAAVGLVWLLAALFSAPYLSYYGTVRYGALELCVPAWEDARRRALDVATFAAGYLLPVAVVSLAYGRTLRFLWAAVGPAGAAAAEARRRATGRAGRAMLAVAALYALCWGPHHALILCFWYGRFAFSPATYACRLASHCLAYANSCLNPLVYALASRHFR
PHOSPHO1 block = PubChem AID 1565; 290,000 compounds, 1.1% hits; recombinant PHOSPHO1, absorbance phosphatase assay; inhibition, % at 13.3 µM; Phosphoethanolamine/phosphocholine phosphatase (Homo sapiens), Q8TCT1; in the data active means inhibition above about 60%
p-CIP stab down = p/CIP-EGFP fusion destabilizers, primary screen, fluorescence, F442A cells; AID 1984, 2009; 16 h; decrease of EGFP signal, % at 10 µM; 290,000 compounds, 0.01% hits;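 active means EGFP signal decrease of at least 30% at 10 µM or well 3 SD below plate mean, unless failing retest; inactive means the rest, including hits failing retest or dose response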; further: some compounds called inactive have numbers as strong as hits; many of its hits are not listed in these tables
CRFBP-R2 agonist = agonists of CRF-BP/CRF-R2 complex, primary screen, cell-based, HEK293, calcium dye fluorescence, uHTS; CRF-binding protein / CRF receptor 2 complex (human); calcium dye fluorescence (FLIPR); percent of saturating CRF peptide response; activation, % at 13.2 µM; 350,000 compounds, 0.46% hits;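 active means activation of at least 50%, plus an integration ratio under a set limit after plate pattern correction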;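 further: plate controls were neutral control wells without compound for no effect and CRF at EC100 for full effect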
IDE cell inh = human IDE inhibitors in live cells, primary screen, fluorescence polarization, HEK cells, FAbetaB substrate; FAbetaB cleavage; 320,000 compounds, 0.41% hits; inhibition, % at 5.59 µM; AID 434962, 2010;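 active means percent inhibition above the average of all tested compounds plus 3 SD, set per screening campaign, cut at about 16% in these data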;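 further: IDE supplied by intact live HEK cells; FP after avidin binding of uncleaved biotin substrate so inhibition keeps polarization high; 0% = DMSO wells and 100% = 60 µM reference IDE inhibitor Ii1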
* marks the source's active call; other numbers are inactive results; / = no result given; [ ] = another dose, or the depositor's remark.

SMILES	MEKK3 PB1 HTS	M4 PAM	IDE cell activ	CRFR2-BP antag	GalR3 antagonist	PHOSPHO1 block	p-CIP stab down	CRFBP-R2 agonist	IDE cell inh
COc1ccc(-c2c(C(=O)O)c(C(=O)O)c3n2CCC3)cc1	103	0	3	13	-14	42	-7	-2.0	-3
N/C(=N\O)c1ccc(N2CCN(c3ncccc3C(F)(F)F)CC2)nc1	91	-33	3	-18	-3	39	-3	-0.9	7
COc1ccc(NC(=O)CSCC(=O)OCc2cccc(OC)c2OC)cc1	/	-6	5	3	-2	/	/	-2.1	3
COc1ccc(C(=O)n2nc(-c3ccc(OC)cc3)nc2N)cc1	102	-1	4	-14	-3	9	0	0.1	6
O=C1OCCN1C(=O)[C@H]1[C@H](c2ccc(Cl)cc2)C(c2ccccc2)=NN1c1ccccc1	/	0	7	1	-5	/	/	3.5	/
Cn1c(=O)c2c(nc(Sc3ncccn3)n2Cc2ccc(Cl)cc2)n(C)c1=O	98	4	0	-8	/	-1	0	0.3	2
O=[N+]([O-])c1cc(C(F)(F)F)ccc1NCCCN1CCOCC1	101	-10	-9	8	-1	24	5	-3.0	-6
CCOC(=O)Cc1c(C)nc2c(-c3ccc(Cl)cc3)c[nH]n2c1=O	/	1	7	25	-2	-18	-1	-1.7	1
Cc1ccccc1NC(=O)c1ccc(Cl)c(NC(=O)c2cccnc2)c1	94	/	/	/	-6	28	-19	/	2
CCOC(=O)C1=C(C)N=c2s/c(=C/c3ccc(OCC(=O)O)cc3)c(=O)n2C1c1ccc(OC)cc1OC (centres undefined)	99	1	5	5	-9	8	3	3.3	5
CC1=CC2=NC(=O)CC(C)(C(=O)N(CC(=O)NC(C)(C)C)Cc3cccs3)N2C=C1 (centres undefined)	91	12	-3	10	-4	-24	-6	0.5	-2
CC(=O)N1CCN(CCS(=O)(=O)c2ccc(Br)cc2)CC1	/	10	-2	7	-2	/	/	0.1	1
COc1cccc(CSc2nc3sc(C)c(C)c3c(=O)n2Cc2ccco2)c1	103	-10	2	3	-6	29	2	3.0	0
O=C(CSc1nc2ccccc2o1)Nc1nc(-c2ccccc2)c(-c2ccccc2)s1	98	5	-3	0	-3	-9	7	-1.7	3
CC1(C)Cc2c(sc(NC(=O)C(=O)N3CCOCC3)c2C(N)=O)CO1	93	6	-4	-7	-7	17	-7	0.2	2
O=C(O)CCCN=CC1=C(O)C(C(=O)c2ccccc2)CCC1=O (centres undefined)	104	6	4	-9	3	-1	-9	0.3	2
CC(=O)Nc1ccc(NC(=O)CSc2nnc(NC(=O)C3CC3)s2)cc1	105	0	-1	3	-1	48	-6	-1.5	-1
O=C(Nc1ccc2nsnc2c1)C1CC1	95	-4	4	-5	-4	4	0	-2.8	-3
CC1C2Cn3c(nc4ccccc43)C1N(C(C)C)O2 (centres undefined)	97	-1	-1	-2	-3	-13	-2	-1.2	1
CCn1ncc(CN2CCC(n3nccc3NC(=O)c3ccccc3Cl)CC2)c1C	/	4	/	9	-3	/	/	-1.1	/
O=C1CCCN1CC(O)CS(=O)(=O)c1ccccc1 (centres undefined)	101	12	7	6	-4	7	-9	0.5	2
CSCCC(NC(N)=O)C(=O)NCc1cccc(Cl)c1 (centres undefined)	/	-2	1	-11	1	12	-1	-0.5	-8
CC(C)(C)c1cc(=O)n(-c2ccccc2)[nH]1	95	17	9	8	-6	-8	-10	-1.9	7
O=C(CCn1c(=O)c2sccc2n(CC(=O)NCc2ccco2)c1=O)NCc1ccccc1	105	15	-7	10	-6	0	14	0.1	0
O=C(CN(c1ccccc1F)S(=O)(=O)c1ccccc1)N1CCCCCC1	95	-6	6	-5	2	8	0	-0.6	1

17 entries from above, bar-delimited.
structure | MEKK3 PB1 HTS | M4 PAM | IDE cell activ | CRFR2-BP antag | GalR3 antagonist | PHOSPHO1 block | p-CIP stab down | CRFBP-R2 agonist | IDE cell inh
N/C(=N\O)c1ccc(N2CCN(c3ncccc3C(F)(F)F)CC2)nc1 | 91 | -33 | 3 | -18 | -3 | 39 | -3 | -0.9 | 7
COc1ccc(NC(=O)CSCC(=O)OCc2cccc(OC)c2OC)cc1 | / | -6 | 5 | 3 | -2 | / | / | -2.1 | 3
COc1ccc(C(=O)n2nc(-c3ccc(OC)cc3)nc2N)cc1 | 102 | -1 | 4 | -14 | -3 | 9 | 0 | 0.1 | 6
O=C1OCCN1C(=O)[C@H]1[C@H](c2ccc(Cl)cc2)C(c2ccccc2)=NN1c1ccccc1 | / | 0 | 7 | 1 | -5 | / | / | 3.5 | /
Cn1c(=O)c2c(nc(Sc3ncccn3)n2Cc2ccc(Cl)cc2)n(C)c1=O | 98 | 4 | 0 | -8 | / | -1 | 0 | 0.3 | 2
O=[N+]([O-])c1cc(C(F)(F)F)ccc1NCCCN1CCOCC1 | 101 | -10 | -9 | 8 | -1 | 24 | 5 | -3.0 | -6
CCOC(=O)Cc1c(C)nc2c(-c3ccc(Cl)cc3)c[nH]n2c1=O | / | 1 | 7 | 25 | -2 | -18 | -1 | -1.7 | 1
Cc1ccccc1NC(=O)c1ccc(Cl)c(NC(=O)c2cccnc2)c1 | 94 | / | / | / | -6 | 28 | -19 | / | 2
CCOC(=O)C1=C(C)N=c2s/c(=C/c3ccc(OCC(=O)O)cc3)c(=O)n2C1c1ccc(OC)cc1OC (centres undefined) | 99 | 1 | 5 | 5 | -9 | 8 | 3 | 3.3 | 5
CC1=CC2=NC(=O)CC(C)(C(=O)N(CC(=O)NC(C)(C)C)Cc3cccs3)N2C=C1 (centres undefined) | 91 | 12 | -3 | 10 | -4 | -24 | -6 | 0.5 | -2
CC(=O)N1CCN(CCS(=O)(=O)c2ccc(Br)cc2)CC1 | / | 10 | -2 | 7 | -2 | / | / | 0.1 | 1
COc1cccc(CSc2nc3sc(C)c(C)c3c(=O)n2Cc2ccco2)c1 | 103 | -10 | 2 | 3 | -6 | 29 | 2 | 3.0 | 0
O=C(CSc1nc2ccccc2o1)Nc1nc(-c2ccccc2)c(-c2ccccc2)s1 | 98 | 5 | -3 | 0 | -3 | -9 | 7 | -1.7 | 3
CC1(C)Cc2c(sc(NC(=O)C(=O)N3CCOCC3)c2C(N)=O)CO1 | 93 | 6 | -4 | -7 | -7 | 17 | -7 | 0.2 | 2
O=C(O)CCCN=CC1=C(O)C(C(=O)c2ccccc2)CCC1=O (centres undefined) | 104 | 6 | 4 | -9 | 3 | -1 | -9 | 0.3 | 2
CC(=O)Nc1ccc(NC(=O)CSc2nnc(NC(=O)C3CC3)s2)cc1 | 105 | 0 | -1 | 3 | -1 | 48 | -6 | -1.5 | -1
O=C(Nc1ccc2nsnc2c1)C1CC1 | 95 | -4 | 4 | -5 | -4 | 4 | 0 | -2.8 | -3

Continued:
SMILES	MEKK3 PB1 HTS	M4 PAM	IDE cell activ	CRFR2-BP antag	GalR3 antagonist	PHOSPHO1 block	p-CIP stab down	CRFBP-R2 agonist	IDE cell inh
CCCOc1ncnc2c1sc1nc3c(cc12)COC(C)(C)C3	99	6	-1	0	7	17	-10	3.1	0
Cn1cc(C(=O)N2CCCCC2)c(=O)c2cc(S(=O)(=O)N3CCCC3)ccc21	101	0	4	-12	-1	36	1	-0.5	-1
C=C(C)c1cccc(C(C)(C)NC(=O)Nc2ccc(C)cn2)c1	93	-8	-3	-17	-3	1	2	0.4	6
COc1cccc(Nc2ncccc2C(=O)O)c1	3.0*[inhibitor]	8	4	4	-5	16	-2	-0.2	5
CC(=O)NC(CC(=O)N1CCCC1)c1ccccc1 (centres undefined)	101	3	0	4	1	-6	-8	0.3	-2
COc1ccc(-c2nc(-c3ccc(Br)o3)no2)cc1	107	4	7	-4	-2	-28	-1	2.0	5
CC(C)(C)n1nnnc1C(c1cccnc1)N1CCN(c2cccc(C(F)(F)F)c2)CC1 (centres undefined)	96	16	-6	21	1	-8	-9	0.3	-1
CN1C(=O)c2ccc(C(=O)Nc3ccccc3O)cc2C1=O	100	4	0	20	-8	30	0	-0.9	7
CN1CCN(NC(=O)CN2C(=O)/C(=C/c3ccccc3Cl)SC2=S)CC1	72	3	0	-14	-5	-3	1	0.5	9
CCCOc1ccc(C(=O)NC(=S)NCc2cccnc2)cc1	101	1	-2	1	-6	-25	8	-1.2	6
Cc1ccc(-n2nnnc2SCC(=O)Nc2ccc(N3CCN(C)CC3)cc2)c(C)c1	96	1	0	-7	-7	50	-2	-1.7	-4
C[C@H](CO)N1C[C@H](C)[C@H](CN(C)C(=O)Nc2ccc(C(F)(F)F)cc2)Oc2ncc(-c3cccnc3)cc2C1=O	/	-1	/	1	-2	/	/	3.4	/
CC(C)(C)c1[nH]nc2c1C(C1C=CCCC1)C(C#N)=C(N)O2 (centres undefined)	101	21	-4	-30	-4	17	-16	0.0	6
O=C(O)C1C2CCC(C2)C1C(=O)NCc1ccccn1 (centres undefined)	109	9	-2	4	-1	15	5	-1.3	1
CC(Sc1nc(NCc2ccccc2)nc(N(C)C)n1)C(=O)Nc1ccccc1 (centres undefined)	95	-2	5	-7	-6	13	-8	5.2	-6
COC(CNc1nc(SC)nc2sc3c(c12)CCN(C)C3)OC	100	4	4	-5	-12	/	0	0.5	0
Cc1ccc(C)c(NC(=S)N(CCN(C)C)C(C)c2ccccn2)c1 (centres undefined)	101	-1	0	2	-2	-30	-5	-0.2	1
CCOc1cc(NC(=O)c2cccs2)c(OCC)cc1NC(=O)CCC(=O)NCc1ccccn1	90	/	/	0	-3	6	8	-6.7	-1
COc1ccc(N2C(=O)CS(=O)C(c3ccccc3)C2=O)cc1 (centres undefined)	101	-2	-13	23	-5	-95	9	-0.3	3
CCOC(=O)C1=C(C)N(C)C(=O)NC1c1c(OC)ccc2ccccc12 (centres undefined)	100	3	4	-1	-10	8	-2	-2.6	0
Cc1cccc(CSC2=NCCN2C(=O)c2ccco2)c1	114	3	3	0	-3	-7	-3	-0.9	2
Cn1cnc2nc3n(c2c1=O)CCC3	99	2	5	-6	-1	-9	0	0.2	1
CCOC(=O)N1CCN(C(=O)c2cc3c(=O)[nH]c4ccccc4c3s2)CC1	/	11	-3	-3	-5	-8	0	-3.7	5
Cn1c(Cn2nnc3ccccc32)nnc1SCC(N)=O	98	-9	4	-16	1	-8	0	-1.0	-5
Cc1ccc(S(=O)(=O)NCC(=O)OCC(=O)Nc2ccc(C)c(S(=O)(=O)N3CCOCC3)c2)cc1	/	0	7	2	-6	/	/	0.0	1
COCCNC(=O)c1ccc(CS(=O)(=O)c2ccccc2)o1	96	-2	9	15	-3	11	-13	-1.8	-4

Retrieved by structure from the entries so far:
SMILES	MEKK3 PB1 HTS	M4 PAM	IDE cell activ	CRFR2-BP antag	GalR3 antagonist	PHOSPHO1 block	p-CIP stab down	CRFBP-R2 agonist	IDE cell inh
COc1ccc(NC(=O)CSCC(=O)OCc2cccc(OC)c2OC)cc1	/	-6	5	3	-2	/	/	-2.1	3
COc1cccc(Nc2ncccc2C(=O)O)c1	3.0*[inhibitor]	8	4	4	-5	16	-2	-0.2	5

Source: PubChem BioAssay (several laboratories)
